# Assay outcomes: PubChem BioAssay, several laboratories
# Vc quorum ag: induces V. cholerae light production without autoinducers. V. cholerae BH1578 lux reporter, luminescence, 6 h. activation, % at 18.7 µM. actives 0.16% (n = 350,000); in the data active means activation mostly above about 9.7%, no sharp cut-off; further: not every result past the cut was called active; inactives centre near 0; reference of the scale not given here
# Rv3671c inh: inhibitors of M. tuberculosis serine protease Rv3671c. inhibition, % at 5.96 µM. actives 0.048% (n = 320,000); in the data active means inhibition above about 38%;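 further: extracellular domain of Rv3671c used as enzyme; 0% = enzyme with DMSO and 100% = no enzyme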
# CCHFV vOTU inh: CCHFV vOTU protease inhibition | AID 651958 | Pep-AMC fluorescence | actives 0.55% (n = 370,000) | inhibition, % at 11.5 µM; in the data active means inhibition above about 30%; further: 0% = vehicle wells with enzyme and 100% = no enzyme wells
# PrPC surface inh: reduces human prion protein on the cell surface; cell surface PrPC, TR-FRET read-out; inhibition, % at 13.8 µM; P04156; actives 0.43% (n = 370,000); in the data active means inhibition above about 24%; further: 0% = median of the test wells and 100% = reference compound wells
# TcdB GH inh: TcdB glycohydrolase inhibition | actives 0.24% (n = 350,000) | P18177 | TcdB glycohydrolase enzymatic assay, plate reader | inhibition, % at 9.99 µM; in the data active means inhibition above about 10%
# Target sequence (P18177 whole entry, looked up): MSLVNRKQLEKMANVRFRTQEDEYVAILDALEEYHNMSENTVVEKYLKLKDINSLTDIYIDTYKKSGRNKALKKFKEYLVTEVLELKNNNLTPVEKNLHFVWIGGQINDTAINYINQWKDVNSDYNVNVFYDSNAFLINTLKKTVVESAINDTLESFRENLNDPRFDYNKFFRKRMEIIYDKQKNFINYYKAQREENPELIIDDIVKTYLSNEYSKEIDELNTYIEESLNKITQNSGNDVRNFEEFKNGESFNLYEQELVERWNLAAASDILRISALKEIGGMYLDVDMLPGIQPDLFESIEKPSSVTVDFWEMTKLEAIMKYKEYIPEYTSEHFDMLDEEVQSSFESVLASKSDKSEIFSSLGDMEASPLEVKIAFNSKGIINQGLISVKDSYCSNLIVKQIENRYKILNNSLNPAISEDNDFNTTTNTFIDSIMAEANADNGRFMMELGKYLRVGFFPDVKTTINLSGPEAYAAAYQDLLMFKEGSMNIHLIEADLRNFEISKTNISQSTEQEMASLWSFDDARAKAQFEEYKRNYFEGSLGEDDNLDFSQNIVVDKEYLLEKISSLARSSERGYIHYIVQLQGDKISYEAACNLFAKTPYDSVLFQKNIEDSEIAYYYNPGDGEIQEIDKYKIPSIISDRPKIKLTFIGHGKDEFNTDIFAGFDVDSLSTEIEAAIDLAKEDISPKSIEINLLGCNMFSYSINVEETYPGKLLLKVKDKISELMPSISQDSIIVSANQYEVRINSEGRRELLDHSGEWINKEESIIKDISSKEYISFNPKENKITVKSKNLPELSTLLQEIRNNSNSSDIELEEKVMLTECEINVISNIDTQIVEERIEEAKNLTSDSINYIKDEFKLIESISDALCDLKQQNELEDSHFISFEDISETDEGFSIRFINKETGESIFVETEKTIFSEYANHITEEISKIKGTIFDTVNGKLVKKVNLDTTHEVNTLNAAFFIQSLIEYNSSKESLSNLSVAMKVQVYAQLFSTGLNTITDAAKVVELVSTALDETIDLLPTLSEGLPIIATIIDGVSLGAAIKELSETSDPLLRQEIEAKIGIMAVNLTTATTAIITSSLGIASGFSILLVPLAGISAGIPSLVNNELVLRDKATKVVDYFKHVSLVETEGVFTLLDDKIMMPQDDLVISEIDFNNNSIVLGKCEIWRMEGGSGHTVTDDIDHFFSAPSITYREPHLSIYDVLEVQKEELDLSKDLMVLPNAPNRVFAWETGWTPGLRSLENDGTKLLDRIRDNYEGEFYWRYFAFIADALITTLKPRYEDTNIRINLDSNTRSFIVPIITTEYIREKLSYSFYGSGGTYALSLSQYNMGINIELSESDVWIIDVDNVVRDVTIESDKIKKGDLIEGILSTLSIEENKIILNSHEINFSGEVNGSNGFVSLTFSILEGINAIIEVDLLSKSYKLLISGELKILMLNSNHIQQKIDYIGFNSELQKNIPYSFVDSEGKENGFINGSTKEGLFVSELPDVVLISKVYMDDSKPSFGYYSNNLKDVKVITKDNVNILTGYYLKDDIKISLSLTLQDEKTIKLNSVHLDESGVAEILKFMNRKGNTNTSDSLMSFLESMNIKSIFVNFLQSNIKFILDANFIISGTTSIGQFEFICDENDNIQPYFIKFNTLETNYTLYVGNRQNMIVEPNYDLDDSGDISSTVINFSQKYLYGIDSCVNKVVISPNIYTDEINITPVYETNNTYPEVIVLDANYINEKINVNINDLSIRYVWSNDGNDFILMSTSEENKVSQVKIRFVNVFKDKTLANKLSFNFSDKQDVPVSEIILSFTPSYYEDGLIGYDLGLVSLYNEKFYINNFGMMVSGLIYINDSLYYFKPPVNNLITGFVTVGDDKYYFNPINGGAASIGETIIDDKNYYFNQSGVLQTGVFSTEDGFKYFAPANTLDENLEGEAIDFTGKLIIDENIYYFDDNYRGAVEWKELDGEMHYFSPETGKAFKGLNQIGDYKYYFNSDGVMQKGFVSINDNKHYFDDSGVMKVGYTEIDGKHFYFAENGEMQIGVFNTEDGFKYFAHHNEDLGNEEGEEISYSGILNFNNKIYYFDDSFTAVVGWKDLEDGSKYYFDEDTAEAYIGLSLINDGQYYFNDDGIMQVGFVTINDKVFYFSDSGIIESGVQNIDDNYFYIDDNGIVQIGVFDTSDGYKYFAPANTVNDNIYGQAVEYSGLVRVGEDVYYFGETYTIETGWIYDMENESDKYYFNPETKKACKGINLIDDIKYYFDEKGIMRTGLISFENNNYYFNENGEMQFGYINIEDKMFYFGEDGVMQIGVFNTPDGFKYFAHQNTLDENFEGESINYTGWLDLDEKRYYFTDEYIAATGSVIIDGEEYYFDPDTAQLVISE
# 3CLpro inhibitor: SARS-CoV 3CLpro protease inhibition; P0C6X7; recombinant SARS-CoV 3CLpro, quenched FRET peptide cleavage; inhibition, % at 6 µM; actives 0.14% (n = 290,000); AID 1706; in the data active means inhibition above about 12%
# DUSP3 inh: inhibitors of human VHR1 phosphatase (DUSP3); recombinant VHR phosphatase, pNPP absorbance; P51452; AID 1654; actives 0.52% (n = 290,000); inhibition, % at 13.3 µM; in the data active means inhibition above about 50%; further: some compounds called inactive have numbers as strong as hits
# SSB-PriA inh: blocks PriA binding to SSB C-terminal tail; AlphaScreen SSBct-PriA binding, biotinylated peptide; inhibition, % at 33 µM; actives 0.6% (n = 430,000); AID 1272365; in the data active means inhibition mostly above about 37%, no sharp cut-off; inactive means mostly below about 20%;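 further: plate controls were negative control peptide for no effect and reference peptide for full effect; strong numbers were not always called active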
# MazEF act: MazEF (E. coli) toxin RNase activation; actives 0.32% (n = 350,000); activation, % at 20 µM; FAM/BHQ RNA-DNA oligo cleavage fluorescence, 5 h; in the data active means activation above about 50%
# Y pestis TopoI: blocks Yersinia pestis topoisomerase I activity. activity, % at 10 µM. actives 0.064% (n = 360,000). Y. pestis Topo-I cleavage product accumulation, plate reader; in the data active means activity above about 50%, passing the limit was not always enough; further: inactives centre near 2
# * = called active by the depositor; i = inactive; . = no result given; & = joins results of further samples. The list is partial; rates above refer to the full screens.
SMILES,Vc quorum ag,Rv3671c inh,CCHFV vOTU inh,PrPC surface inh,TcdB GH inh,3CLpro inhibitor,DUSP3 inh,SSB-PriA inh,MazEF act,Y pestis TopoI
O=C(NCc1ccc(Cl)cc1)C(=O)NCC(c1cccnc1)N1CCN(c2ccc(F)cc2)CC1 (stereo unspecified),-0.3,-6,-8,-2,1.9,-2,20,0,3,-2
CC(=O)c1cccc(NC(=O)COc2cc(C)on2)c1,-0.4,-2,3,8,-0.3,.,.,-3,0,8
Cc1ccc(C(=O)NC(C)c2ccc(-n3ccnc3)cc2)c(C)c1 (stereo unspecified),i,-5,-7,1,-0.6,3,7,-6,1,10
NC1=NC2(CCN(Cc3ccccc3)CC2)n2c(nc3ccccc32)N1,-0.4,2,22,2,.,10,3,11,11,8
CCOCCCNC(=O)c1cc(Sc2ccc(F)cc2)nc2ccccc12,-0.3,-4,24,-23,-0.2,0,-2,-16,-8,25
C[C@H](CO)N1C[C@H](C)[C@@H](CN(C)S(C)(=O)=O)Oc2ccc(NS(=O)(=O)c3ccccc3)cc2C1=O,i,7,-10,-4,-0.8&-4.8,.,.,1,5,-5
CCCC(=O)N(CCN1CCOCC1)c1nc2c(F)cc(F)cc2s1,-2.5,9,10,-5,3.7,-4,1,1,-29,-6
CCOc1ccccc1CNC(=O)c1cc2oc3ccccc3c2n1C,-1.7,0,-5,-3,.,-5,0,-2,1,28
Cc1cccc(C)c1NC(=O)CCCSc1nnc(-c2ccc(F)cc2)n1-c1ccccc1,-0.2,-14,7,2,-0.4,1,2,16,3,19
CCCn1c(SCc2ccccc2)nc2c1c(=O)[nH]c(=O)n2C,0.5,3,4,11,.,-4,-5,-11,9,21
CC(=O)Nc1ccc(C(=O)CSc2nnnn2C)cc1,-0.3,2,-17,4,0.0,1,11,-9,-3,-2
COc1ccc(/C=C2\SC(=S)N(CCC(=O)NC3C=CS(=O)(=O)C3)C2=O)cc1 (stereo unspecified),i,1,7,-7,0.1,0,35,2,6,30
COC(=O)C1=C(C(=O)OC)[C@]2([C@H]3CC=CCN[C@@H](Cc4ccccc4)C(=O)N3Cc3ccccc3)C=C[C@H]1O2,i,.,-2,10,0.5,.,.,-12,0,14
O=C(CC(=O)N/N=C/c1c(Cl)cccc1Cl)NCc1cccnc1,i,-3,13,3,-0.1,-6,2,.,1,13
Cc1cc(C)cc(NC(=O)COC(=O)[C@@H](NC(=O)c2ccco2)C(C)C)c1,i,3,10,-6,0.0,6,26,5,0,-11
CCOC(=O)C1=C(O)CSC1=Nc1ccccc1,-8.3,5,11,6,.,6,6,-13,10,-3
Cc1c(C#N)c(=O)oc2ccc3ccccc3c12,.,1,-146,-4,.,-4,6,13,5,0
COC(=O)c1c(C(=O)OC)c2cccc3cc(-c4ccccc4)c4ccc1c4n32,-3.1,9,10,5,.,-2,-17,9,13,-5
COc1ccc(NC(=O)CN(C)C(=O)CNC(=O)Cc2cccc3ccccc23)cc1,-0.3,3,6,8,0.6,0,-2,-7,1,7
CCc1ccccc1NC(=O)c1ccc(NCCc2ccccc2)c([N+](=O)[O-])c1,-0.2,2,7,1,.,-2,13,4,5,24
Cc1ccc(S(=O)(=O)N2CCC(C(=O)N3CCCCCCC3)CC2)cc1,-0.3,.,8,3,0.1,.,.,-2,4,2
O=C(N=C1c2ccccc2CN1c1ccc(F)c(F)c1)c1cccnc1,0.0,-7,-1,-13,0.9,2,-17,-2,-18,-12
Nn1c(Cc2ccccc2F)nnc1SCC(=O)N1CC(=O)Nc2ccccc21,i,5,-2,1,.,-3,4,-25,-3,-8
CC(C)N1C(=O)CC2(CC[N+](C)(CCOC(=O)C(O)(c3ccccc3)c3ccccc3)CC2)C1=O (stereo unspecified),-4.2,4,-2,6,.,4,-6,-3,0,-2
C=CCn1c(SCC(=O)N2CCOCC2)nc(O)cc1=O,5.0,7,-5,6,.,4,6,0,6,-4
COc1ccc2c(c1)[N+](C)(C)C(C)(C)C=C2C,-0.4,1,2,11,-0.4,-3,18,0,-7,5
COc1cccc(C(=O)Nc2cc(C)on2)c1,i,.,3,4,1.0,.,.,.,6,1
CN(C)CCCNC(=S)N1CCn2c(nc3ccccc32)C1,-3.1,-3,-15,-4,1.5,0,-10,-9,3,1
CCOc1ccc(S(=O)(=O)N2CCCCC2)c2ccccc12,-5.0,-8,3,3,.,-7,8,-4,-3,6
CC(CCN1CCN=C1Nc1ccccc1)c1ccccc1 (stereo unspecified),-1.0,1,-2,-5,0.3,-4,17,-7,3,12
CC1CN(S(=O)(=O)c2cccc(C(F)(F)F)c2)CN1C(=O)N1CCOCC1 (stereo unspecified),i,-9,6,-5,1.2,-7,1,-14,3,7
Cc1ccc(-c2csc3nc[nH]c(=S)c23)cc1C,-0.4,-8,-2,-1,.,3,-4,48*,5,7
COCCC(=O)N1CCC(Oc2ccc(C(=O)NCCc3ccccn3)cc2)CC1,-0.1,0,10,-6,1.6,1,6,-8,4,8
O=C1C(=O)c2c(C(=O)c3ccccc3)coc2-c2ccccc21,-6.2,-25,24,1,-2.6,7,-4,-5,10,-4
CC1CC2(O)c3nonc3CCC2N1O (stereo unspecified),-0.4,-3,11,-7,.,3,-1,-13,13,6
OC1CCCN(Cc2ccc3c(c2)Cc2ccccc2-3)C1 (stereo unspecified),-0.4,4,-12,4,.,1,10,0,6,-6
CCCCCCCCC(=O)NNC(=O)c1c(O)c2ccccc2n(CCC)c1=O,-0.6,1,-2,10,-0.5,-1,3,-13,2,-5
COc1ccccc1CNC(=O)[C@H](C)N1C(=O)N2CCc3c([nH]c4ccccc34)[C@@]2(C)C1=O,-0.4,4,0,15,-5.7,4,13,26,-11,12
COC(=O)CS(=O)(=O)c1nnc([C@H](Cc2ccccc2)NC(=O)OC(C)(C)C)o1,i,2,11,3,.,-2,-10,12,5,5
CCOC(=O)c1ccc(NC(=O)CSc2nccn2C)cc1,2.8,2,5,-1,.,4,8,12,6,4

# Part of the list above, set out differently:
SMILES	Vc quorum ag	Rv3671c inh	CCHFV vOTU inh	PrPC surface inh	TcdB GH inh	3CLpro inhibitor	DUSP3 inh	SSB-PriA inh	MazEF act	Y pestis TopoI
Cc1ccc(-c2csc3nc[nH]c(=S)c23)cc1C	-0.4	-8	-2	-1	.	3	-4	48*	5	7
O=C1C(=O)c2c(C(=O)c3ccccc3)coc2-c2ccccc21	-6.2	-25	24	1	-2.6	7	-4	-5	10	-4

# Just Vc quorum ag, MazEF act and DUSP3 inh, for some of the entries so far:
Compound | Vc quorum ag | MazEF act | DUSP3 inh
O=C1C(=O)c2c(C(=O)c3ccccc3)coc2-c2ccccc21 | -6.2 | 10 | -4
CC1CC2(O)c3nonc3CCC2N1O (stereo unspecified) | -0.4 | 13 | -1

# Other structures follow.
SMILES,Vc quorum ag,Rv3671c inh,CCHFV vOTU inh,PrPC surface inh,TcdB GH inh,3CLpro inhibitor,DUSP3 inh,SSB-PriA inh,MazEF act,Y pestis TopoI
O=C(COC(=O)c1cc[n+]([O-])cc1)Nc1ccc(Cl)cc1[N+](=O)[O-],-0.3,1,10,-30,1.3,-2,28,-6,2,10
CCOc1ccc(NC(=O)CC2C(=O)N(C)C(=S)N2Cc2ccc3c(c2)OCO3)cc1 (stereo unspecified),5.6,6,4,0,.,2,-8,5,2,0
COc1ccc(C(CC(=O)NCc2ccccc2)C(C)C)cc1 (stereo unspecified),-0.6,-1,18,7,1.4,0,17,-1,5,5
CCOC(=O)N1CCC(NC(=O)c2cc(COc3ccc(F)cc3Cl)on2)CC1,-0.4,-8,3,5,1.0,1,24,-3,5,-1
OC(CN1CCOCC1)CN(c1ccccc1)c1ccccc1 (stereo unspecified),i,11,-1,4,.,5,11,9,16,2
NC(=O)COC(=O)c1sc2ccccc2c1Cl,-0.6,3,12,12,0.2,-2,14,1,11,8
Cc1ccc(NC(=S)NNC(=S)Nc2cccc(C(F)(F)F)c2)cc1,i,11,22,3,-1.9,5,-12,-3,0,-26
CCOC(=O)C1CCCN(C(=O)c2ccc3c(c2)N(Cc2ccccc2)C(=O)c2ccccc2S3=O)C1 (stereo unspecified),-0.2,4,-7,13,0.2,-4,-1,10,-3,19
Cc1cc(/C=C2/SC(=O)N(CC(=O)N3CCCC3)C2=O)ccc1N1CCOCC1,i,-8,10,-1,-0.5,2,7,-5,-11,-5
CCOC(=O)c1ccccc1NC(=O)C1CC(=O)N(C2CCCC2)C1 (stereo unspecified),i,.,7,0,1.3,.,.,-12,-6,2
O=C(CCc1ccccc1)n1nc(-c2ccco2)nc1SCc1ccccc1,-0.4,.,0,-2,-0.5,-4,11,-11,-10,4
CCOC(=O)C1CCCN(C(=O)c2ccc(-c3ccccc3)cc2)CC1 (stereo unspecified),-0.5,.,10,-4,-1.3,.,.,.,.,18
COc1cccc(-c2csc(N3CCN(C(=S)Nc4ccccc4Cl)CC3)n2)c1,i,-9,15,-1,.,-2,24,6,-1,-6
CCN(CC(=O)Nc1c(F)cccc1F)C(=O)c1ccc(Cl)c(S(=O)(=O)N2CCCCC2)c1,-0.1,7,14,-3,-1.5,3,-9,1,-8,21
CC1(c2ccc(Cl)cc2)NC(=O)N(CC(=O)N2CCN(C(=O)c3cccs3)CC2)C1=O (stereo unspecified),-0.3,.,7,0,0.6,.,.,.,5,4
CC(C)(C)c1ccc(-c2cc(-c3ccccc3O)[nH]n2)cc1,-1.2,-4,6,3,-3.6,5,20,-16,10,-12
O=C(COC(=O)Cc1ccsc1)Nc1ccccc1,-0.3,-8,-15,0,1.0,6,20,-17,8,-2
CCOc1ccc(C2C(C#N)=C(N)SC(N)=C2C#N)cc1OCC,0.4,-22,2,27*,.,.,36,-1,-53,-5
C/C(=C\C#N)n1nc(C)cc1N,-1.7,-3,-5,-1,.,-4,25,0,-5,-4
COc1ccccc1CCNC(=O)Nc1cccc([N+](=O)[O-])c1,i,-16,13,-11,-1.0,6,21,-3,19,-12

# 3 compounds drawn at random from the list so far, as already listed:
SMILES,Vc quorum ag,Rv3671c inh,CCHFV vOTU inh,PrPC surface inh,TcdB GH inh,3CLpro inhibitor,DUSP3 inh,SSB-PriA inh,MazEF act,Y pestis TopoI
COc1cccc(-c2csc(N3CCN(C(=S)Nc4ccccc4Cl)CC3)n2)c1,i,-9,15,-1,.,-2,24,6,-1,-6
CCOc1ccc(C2C(C#N)=C(N)SC(N)=C2C#N)cc1OCC,0.4,-22,2,27*,.,.,36,-1,-53,-5
CCOC(=O)C1CCCN(C(=O)c2ccc(-c3ccccc3)cc2)CC1 (stereo unspecified),-0.5,.,10,-4,-1.3,.,.,.,.,18

# The listing continues.
SMILES,Vc quorum ag,Rv3671c inh,CCHFV vOTU inh,PrPC surface inh,TcdB GH inh,3CLpro inhibitor,DUSP3 inh,SSB-PriA inh,MazEF act,Y pestis TopoI
COC(=O)Cc1ccc(NC(=S)NCc2ccccc2OC)cc1,i,4,-13,-2,-0.2,-7,35,-3,2,-12
COc1ccccc1C(=O)NCCC(=O)NCCc1ccccc1,4.0,-6,-9,9,0.8,0,18,-8,6,2
Cc1ccccc1N1CCN(C2CCCN(C(=O)c3cc[n+]([O-])cc3)C2)CC1 (stereo unspecified),-0.4,0,-6,-2,1.3,-1,-31,-4,1,6
CCCCn1cnc2c(SCc3cccc(F)c3)nc(N)nc21,-3.4,.,12,19,-10,.,.,-14,8,29
Cc1ccc(S(=O)(=O)NC(C(=O)Oc2ccc3c(C)c(Cl)c(=O)oc3c2)c2ccccc2)cc1 (stereo unspecified),i,9,-349,-1,.,1,33,1,-7,-2
Cc1noc(C)c1S(=O)(=O)Nc1ccc(C(=O)N2CCCCC2)cc1,i,-3,-4,5,.,6,11,-9,6,3
COc1ccc(C(=O)NCc2ccon2)cc1OC1CCN(C(C)C)CC1,-0.3,-6,19,1,-0.3,8,2,-9,2,5
N#C/C(=C\c1c[nH]c2ccccc12)C(=O)NC1CC1,-0.2,4,-4,-6,2.3,1,17,4,-17,2
CCc1ccc(OCc2nnc(SCC(=O)NCc3ccco3)o2)cc1,-0.3,2,-9,-1,.,-1,14,-7,2,5
Cc1ccc(-c2c(CC(=O)O)c(C)nc3sc4c(c23)CCCC4)cc1,0.8,-5,-1,36*,0.1,3,.,1,-7,19
Cc1[nH]c2c([N+](=O)[O-])cccc2c1C,-0.4,9,-3,-2,0.0,5,-4,-6,4,-3
